# Source: PubChem BioAssay
# HKDC1 inhibitor: HKDC1 hexokinase inhibitors, primary screen, biochemical, fluorescence, uHTS; actives 0.16% (n = 340,000); inhibition, % at 20 µM; recombinant HKDC1, G6PDH/diaphorase resazurin coupled fluorescence; Q2TB90;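 active = inhibition above about 35% when tested at 20 µM, limit read from the data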;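 also: plate controls were DMSO wells with enzyme for no effect and DMSO wells lacking enzyme for full effect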
#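 Assay system – recombinant HKDC1 (HK5) hexokinase enzyme, produced in-house · Input – HKDC1 at 5 µg/mL · Reagent – glucose plus 1 mM ATP as hexokinase substrates · Timing – 90 min reaction incubation at room temperature, dark · Measured by – G6PDH/diaphorase-coupled fluorescence, 1 mM NADP, 100 µM resazurin, 525/613 nm · Benchmarks – DMSO-enzyme wells negative, buffer-substituted wells positive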
# PfG6PD inh: PfG6PD enzyme inhibitors, primary screen, biochemical, fluorescence intensity, uHTS; glucose-6-phosphate dehydrogenase-6-phosphogluconolactonase (Plasmodium falciparum 3D7); PfGluPho enzyme, NADPH resazurin-diaphorase fluorescence; inhibition, % at 20 µM; actives 0.78% (n = 350,000); AID 504690, 2011;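 active = inhibition reaching at least a set limit at 20 µM in the primary screen, cut at about 59% in these data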;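 also: 0% = DMSO wells with substrate and 100% = DMSO wells lacking glucose-6-phosphate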
# SENP8 block: human SENP8 protease inhibitors, primary screen, biochemical, fluorescence, Nedd8 protein substrate, uHTS. Sentrin-specific protease 8 (Homo sapiens), Q96LD8. actives 0.64% (n = 360,000). recombinant SENP8. inhibition, % at 20 µM; in the data active = inhibition mostly above about 40%, no sharp cut-off; inactive = mostly below about 27%
# Target sequence (Q96LD8 whole entry, looked up): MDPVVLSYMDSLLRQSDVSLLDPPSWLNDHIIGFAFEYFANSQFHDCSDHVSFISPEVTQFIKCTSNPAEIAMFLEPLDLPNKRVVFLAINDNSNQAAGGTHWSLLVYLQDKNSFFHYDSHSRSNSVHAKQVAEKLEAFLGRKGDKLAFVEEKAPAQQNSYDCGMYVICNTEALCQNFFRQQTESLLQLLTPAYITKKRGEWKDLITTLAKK
# MPTP block: mitochondrial permeability transition pore inhibitors, primary screen, biochemical, isolated mouse mitochondria, absorbance; Ca2+ swelling absorbance, 30 min; inhibition, % at 10 µM; actives 1.4% (n = 360,000);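 active = inhibition of 50% or more, scaled per plate between neutral and stimulator controls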;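 also: 0% = DMSO wells given calcium and 100% = 1 mM EGTA wells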
# NR3A LBD binder: binders of NR3A ligand-binding domain, primary screen, biophysical, differential scanning fluorimetry, uHTS | NR3A LBD differential scanning fluorimetry, Tm shift; 0% = protein alone, 100% = glycine-bound protein | Tm shift relative to glycine control, % at 25 µM | actives 2.5% (n = 340,000) | AID 1259313, 2017;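 active = melting temperature shift of at least 10% of the positive control shift, at one fixed dose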
# SENP7 block: SENP7 protease inhibitors, primary screen, biochemical, luminescence, uHTS | Sentrin-specific protease 7 (Homo sapiens), Q9BQF6 | recombinant SENP7, Z-RLRGG-aminoluciferin luminescence, 40 min | inhibition, % at 5 µM | actives 1.5% (n = 330,000) | AID 434973, 2010;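 active = inhibition above about 50% at the single test dose, limit read from the data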;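 also: plate controls were DMSO with enzyme for no effect and no enzyme buffer wells for full effect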
# Target sequence (Q9BQF6 706-1050 limits assumed): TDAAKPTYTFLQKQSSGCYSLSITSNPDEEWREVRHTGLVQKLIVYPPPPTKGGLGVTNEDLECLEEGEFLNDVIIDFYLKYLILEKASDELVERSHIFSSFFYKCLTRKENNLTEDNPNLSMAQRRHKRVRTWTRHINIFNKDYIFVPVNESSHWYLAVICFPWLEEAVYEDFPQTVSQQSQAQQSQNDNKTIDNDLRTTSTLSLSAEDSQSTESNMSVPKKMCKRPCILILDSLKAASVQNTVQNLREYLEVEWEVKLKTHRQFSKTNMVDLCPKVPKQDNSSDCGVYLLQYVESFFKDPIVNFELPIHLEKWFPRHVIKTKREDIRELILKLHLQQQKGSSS
# SENP6 block: SENP6 protease inhibitors, primary screen, biochemical, luminescence, uHTS. Sentrin-specific protease 6 (Homo sapiens), Q9GZR1. Recombinant SENP6 catalytic domain, aminoluciferin luminescence. inhibition, % at 10 µM. actives 1.8% (n = 330,000). AID 2599, 2010;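 active = inhibition above about 50% at the single tested dose, limit read from the data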;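 also: plate controls were DMSO wells with enzyme for no effect and DMSO wells lacking enzyme for full effect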
# Target sequence (Q9GZR1 628-1112 limits assumed): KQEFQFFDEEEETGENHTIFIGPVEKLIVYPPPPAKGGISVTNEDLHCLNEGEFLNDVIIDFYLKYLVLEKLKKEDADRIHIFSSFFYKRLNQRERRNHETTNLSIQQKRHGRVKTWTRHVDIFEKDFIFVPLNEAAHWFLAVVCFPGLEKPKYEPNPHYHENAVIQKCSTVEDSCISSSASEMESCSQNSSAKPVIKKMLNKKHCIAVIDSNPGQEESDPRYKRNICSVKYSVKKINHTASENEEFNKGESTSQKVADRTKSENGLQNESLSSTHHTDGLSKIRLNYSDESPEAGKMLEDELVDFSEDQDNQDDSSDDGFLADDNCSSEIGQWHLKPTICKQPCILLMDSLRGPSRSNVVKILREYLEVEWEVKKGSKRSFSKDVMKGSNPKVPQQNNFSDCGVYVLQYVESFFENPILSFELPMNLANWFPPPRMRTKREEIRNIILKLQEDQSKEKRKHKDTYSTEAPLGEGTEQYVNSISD
# ATG4B inh: ATG4B protease inhibitors, primary screen, biochemical, fluorescence, uHTS. Cysteine protease ATG4B (Homo sapiens), Q9Y4P1. actives 0.51% (n = 340,000). ATG4B cleavage of LC3-PLA2, NBD-HPC fluorescence, 1 h. inhibition, % at 8.33 µM; in the data active = inhibition above about 40%
# Active calls of the source: *; · = not tested or not shown; & = joins results of further samples. Random draw from the library. About 6.9% of those tested had a hit in this group.
SMILES,HKDC1 inhibitor,PfG6PD inh,SENP8 block,MPTP block,NR3A LBD binder,SENP7 block,SENP6 block,ATG4B inh
COc1c(O)ccc2c1CN1CCc3cc4c(cc3C1C2)OCO4 (centres undefined),12.3,75.1*,-156.3,-0.9,1.9,·,·,-24.1
Cc1cc(NC(=O)COC(=O)c2ccc(S(=O)(=O)C(F)F)cc2)n(-c2ccccc2)n1,-5.2,11.7,4.6,-1.3,7.3,-0.4,-2.5,-11.3
CSCCNC(=O)c1cccc(Cl)c1,-6.0,-10.7,11.6,0.4,-0.4,-5.2,-16.2,-0.8
Cc1cc(-c2n[nH]c(=S)n2/N=C/c2cc([N+](=O)[O-])ccc2Cl)n[nH]1,-1.0,46.1,18.7,2.7,2.5,·,·,-11.1
Cc1nc(C)c(C(=O)NNS(=O)(=O)c2ccccc2)s1,8.5,8.0,13.6,4.5,-0.7,-9.7,-20.2,-3.6
CC1=CC(=O)C2=C(C)CC[C@@H]3[C@H](OC(=O)[C@H]3C)[C@@H]12,-3.4,-3.6,14.6,0.5,1.4,2.2,-5.8,-3.1
Cc1cc(NC(=O)c2ccc(F)c(S(=O)(=O)N3CCCCC3)c2)no1,-6.3,18.0,-2.6,1.3,2.9,-8.3,-26.5,-9.5
O=C(Cc1ccccc1F)NCC(c1ccco1)N1CCCCC1 (centres undefined),0.8,-9.2,7.4,-0.3,0.7,-5.1,9.2,2.6
Cc1[nH]c(C)c(S(=O)(=O)N2CCCCC2)c1C(=O)N1CCCCC1,-6.1,5.3,-1.8,-0.4,0.3,-2.4,12.7,5.5
O=C(NCC(c1ccco1)N1CCCCC1)c1ccc(S(=O)(=O)Nc2ccccc2Cl)cc1 (centres undefined),0.9,-19.2,7.0,1.0,1.7,9.9,-21.7,-45.6
O=C(CCCOc1ccc(Cl)cc1Cl)N/N=C/c1ccco1,-13.6,39.5,8.6,1.8,-4.8,4.6,-1.6,-1.0
O=C(O)CN1C(=O)c2ccc(C(=O)c3ccccc3)cc2C1=O,-4.0,-15.9,12.8,0.5,0.6,-6.3,-6.6,-3.0
Cc1cc(NC(=O)C2CC(=O)N(c3ccccc3Cl)C2)no1 (centres undefined),-5.7,-2.1,3.2,-0.4,-1.8,-6.6,12.6,1.4
CCC1(c2ccccc2)SC(=O)NC1=O (centres undefined),0.3,-10.6,5.9,0.2,-0.1,·,·,0.6
COc1ccc(/C=N/Nc2ncc(Br)cn2)c(OC)c1,2.9,-8.4,12.1,0.4,0.0,-1.3,-28.6,0.1
O=C(CSc1ccc(Cl)cc1)Nc1cccc(-c2nc3ccccc3[nH]2)c1,-1.5,-25.2,-36.1,-2.9,31.6*,1.7,-1.8,6.9
O=C1C(Cc2ccccc2)Nc2ncnc(N3CCN(c4ccccc4)CC3)c2N1Cc1ccc(Br)cc1 (centres undefined),5.5,7.6,-4.4&-33.7,-0.1&1.6,-3.9,4.0,-2.7,-4.7
O=c1cc(N2CCN(c3ccccc3)CC2)[nH]c(=O)n1C1CCCCC1,-4.8,-2.2,12.5,-1.9,-1.2,1.1,-29.0,-4.6
CCn1ccnc1CN(C)Cc1cn(-c2cc(C)ccc2C)nc1-c1ccccc1,-1.5,-2.0,3.8,0.3,-1.3,6.8,-24.3,3.6
COCc1ccc(-c2c(-c3ccsc3)oc(=O)c3cc(OC)c(OC)cc23)cc1,6.7,-18.5,-198.4,-1.0,-2.2,-11.5,-0.4,2.3
O=C1C2C3c4ccccc4C(c4ccccc43)[C@@H]2c2nc3ccccc3n21 (some centres undefined),-2.5,22.3,20.9,-1.5,-1.5,2.3,-10.5,7.0
CN(CC(=O)Nc1ccccc1Cl)C(=O)COC(=O)CCN1C(=O)C2CC=CCC2C1=O (centres undefined),-2.2,-2.5,11.9,-2.6,1.9,-4.0,8.8,-3.9
O=C(c1ccc(S(=O)(=O)N2CCCCCC2)cc1)N1CCC(CN2C(=O)c3cccc4cccc(c34)C2=O)CC1,-5.7,-11.1,-322.5,-1.1,-1.7,3.1,-6.5,-13.4
COC(=O)c1ccc(N2CCC(C)CC2)c(N)c1,2.0,53.1,-302.7,-1.3,-1.1,5.1,-1.8,-4.7
CSc1ncc(CN2CCN(CCC(C)C)C(CCO)C2)cn1 (centres undefined),-2.2,-1.0,8.2,-3.3,-2.4,2.9,-11.1,-10.6

# Brought forward from above: 2 entries, followed by the next part.
SMILES,HKDC1 inhibitor,PfG6PD inh,SENP8 block,MPTP block,NR3A LBD binder,SENP7 block,SENP6 block,ATG4B inh
COC(=O)c1ccc(N2CCC(C)CC2)c(N)c1,2.0,53.1,-302.7,-1.3,-1.1,5.1,-1.8,-4.7
CSc1ncc(CN2CCN(CCC(C)C)C(CCO)C2)cn1 (centres undefined),-2.2,-1.0,8.2,-3.3,-2.4,2.9,-11.1,-10.6
CC(=O)NNC(=O)c1nc(-c2ccccc2)c(C)o1,0.2,-0.5,10.3,2.9,-1.2,-3.0,-1.1,-4.6
COc1ccc(C(=O)Nc2nnc(-c3cccs3)s2)cc1,-5.1,-12.4,-467.8,-3.1,1.5,55.9*,-12.4,5.0
CCN(CC)S(=O)(=O)c1ccc(-n2c(=O)c(C(C)C)c(C)n2C)cc1,0.6,-22.1,4.3,-1.2,0.0,1.1,-2.0,3.1
CCCc1cc(=O)oc2c3c(cc(OCC(=O)NCCN4CCOCC4)c12)OC(C)(C)CC3,3.2,-1.8,-145.7,-2.0,-1.8,9.7,9.3,-4.6
COc1ccc(C(=S)N2CCCC2)cc1,-6.1,-8.1,8.0,-0.9,-1.7,0.3,-12.0,11.8
C/C(CCc1ccc2c(c1)OCO2)=N\NC(=O)c1ccccc1,-5.1,1.8,14.0,1.4,-2.8,7.2,11.0,-6.7
O=C(CNC(=O)c1ccc(F)cc1)Nc1ccccc1C(F)(F)F,-2.3,14.1,21.1,-0.4,0.8,2.3,-1.6,-7.1
COc1ccc(N(CC(=O)Nc2ccc(C)cc2C)S(=O)(=O)c2c(C)n[nH]c2C)cc1,0.6,-9.6,11.2,-0.7,1.2,-9.8,7.7,0.2
COc1ccc(C/C(C)=N/NC(=O)c2cccnc2)cc1,-3.1,-20.3,2.2,17.0,-3.4,1.5,-2.3,2.5
CCOc1ccc(CN2CCN(Cc3c(C)nn(CC)c3C)CC2CCO)cc1 (centres undefined),-10.3,1.3,5.4,4.4,-1.7,-4.4,12.3,-9.0
CCn1c(SCC(=O)NC2CCCC2)nnc1C(C)NC(=O)c1ccccc1F (centres undefined),-7.3,7.4,12.4,-1.7,-1.6,4.8,-16.9,-0.7
CCSc1ccccc1C(=O)NCc1ccc(S(N)(=O)=O)cc1,-15.0,-6.0,15.1,-0.6,-15.4,7.9,-4.0,-16.5
NC(=O)CN(Cc1ccccc1)S(=O)(=O)c1ccc2c(c1)OCCO2,2.3,-2.1,-0.3,-0.9,1.3,1.1,-4.3,-0.1
CCN1CCN(C(=O)C(N)Cc2ccccc2)CC1 (centres undefined),-13.8,5.3,9.3,-0.8,-0.9,-10.3,-5.1,-10.2
CCCNC(=O)C/C(C)=N/NC(=O)COc1ccc(C)cc1Br,0.8,-13.6,8.7,1.5,-3.8,-1.5,-0.9,2.2
CC1CCc2cc(F)ccc2N1C(=O)CSc1nnc2c3cc(F)ccc3n(C)c2n1 (centres undefined),-9.1,-1.5,-3.9,11.5,1.4,5.1,6.6,-10.9
CN(C)S(=O)(=O)c1ccc(N2CCN(S(=O)(=O)c3ccc(F)cc3)CC2)c(Cl)c1,-5.7,-3.4,11.7,3.8,-8.7,3.6,4.3,-15.6
COc1ccc(NC(=O)Cc2ccccc2F)cn1,-11.4,2.0,10.4,-1.3,-1.7,11.3,7.4,14.8
CC1Cc2ccccc2N1C(=O)CSCC(=O)O (centres undefined),3.6,-17.2,14.8,1.6,-1.8,-6.4,-14.3,7.4
NC(=O)N/N=C/c1ccc(OCc2cccc(Cl)c2)cc1,-1.6,-7.4,14.2,0.4,-6.8,-5.2,-9.2,-2.5
CCOC(=O)C/C(=N\Nc1ncnc2ccccc12)c1ccccc1,2.5,30.6,13.1,0.5,-2.1,-5.6,10.0,-3.2
Cc1ccnc(NC(=O)Cc2ccc([N+](=O)[O-])cc2)c1,2.3,-3.6,16.1,-0.5,-1.5,-35.8,-1.0,6.5
O=C(CSc1nnc2sc3ccccc3n12)NCc1ccc2c(c1)OCO2,-0.3,5.3,3.9,0.4,0.0,3.8,-0.6,-7.0
COC(=O)c1ccccc1NC(=O)Cn1cnc2c1c(=O)n(C)c(=O)n2C,-6.4,-7.5,34.4,-0.1,-1.7,1.4,-10.8,4.8
Cc1nn(C)c(C)c1/C=N/NC(=O)c1csc2ccccc12,-6.4,-10.8,·,·,1.4,-1.9,-12.5,-5.4
SMILES,HKDC1 inhibitor,PfG6PD inh,SENP8 block,MPTP block,NR3A LBD binder,SENP7 block,SENP6 block,ATG4B inh
O=C(NC(=S)Nc1ccc2c(c1)OCCO2)c1cccc2ccccc12,14.7,15.0,16.6,1.2,-4.2,7.3,-6.4,-1.7
CC(=O)Nc1ccc(C(=O)Cn2c3[n+](c4c(F)c(F)ccc42)CCCCC3)cc1,-5.0,-33.9,1.8,0.0,-0.6,-6.7,0.0,9.6
O=S(=O)(Nc1ncccc1O)c1ccc(Cl)cc1,0.5,13.1,11.2,0.2,2.7,3.5,8.4,-1.2
Cc1ccc(NC(=O)C2CC2C)cc1S(=O)(=O)N1CCOCC1 (centres undefined),-7.2,14.3,-2.5,-0.2,1.8,0.3,-1.4,-3.9
Cc1cccc2cc(CN(Cc3cccnc3)C(=O)c3ccncc3)c(=O)[nH]c12,-2.2,-10.4,-90.5,-0.4,-0.6,0.7,-15.4,-2.1
CC(=O)c1ccc(N(CC(=O)NC2CCCC2)C(=O)CCC(=O)Nc2cc(C)on2)cc1,-3.8,-10.8,4.1,-1.5,-1.8,-5.3,-5.6,-5.2
Cc1ccc(S(=O)(=O)N2CCOCC2)cc1NC(=O)COC(=O)CNC(=O)c1ccccc1,-8.2,-15.1,5.0,1.1,-7.1,1.2,1.1,2.2
Cc1ccc(OCC(=O)N/N=C\c2ccncc2)c(C)c1,4.6,0.9,20.7,-1.0,-0.7,2.2,-3.4,-3.4
COCCCNC(=O)c1ccc2nc3ccccc3c(=O)n2c1,1.2,-11.6,-336.8,-0.6,-1.5,-6.0,-8.8,2.0
COc1cccc(CNC(=O)CSc2nc3ccc(C)cc3[nH]2)c1,0.5,10.8,19.4,1.0,-0.3,1.5,19.0,0.2
CCOc1ccc(S(=O)(=O)Nc2cc(Cl)ccc2O)cc1,-2.4,-41.7,19.6,9.3,2.3,3.5,17.8,-5.7
Cc1ccc([N+](=O)[O-])cc1NC(=S)NC(=O)c1ccco1,-6.0,6.1,20.5,1.2,-1.6,4.5,-20.3,-7.5
CCNc1cccc2c1C(=O)N(C)C2=O,-10.1,8.8,-22.0,0.7,2.2,-5.3,-9.1,-12.4
CC1CN(C(=O)CCC(=O)N2CCN(c3cccc(C(F)(F)F)c3)CC2)c2ccccc2O1 (centres undefined),-1.5,3.7,7.5,1.2,-0.1,-9.5,-9.3,15.7

# Taken from above.
# For ATG4B inh, CC(=O)Nc1ccc(C(=O)Cn2c3[n+](c4c(F)c(F)ccc42)CCCCC3)cc1 is entered as 9.6
# For ATG4B inh, Cc1ccc([N+](=O)[O-])cc1NC(=S)NC(=O)c1ccco1 is entered as -7.5
